NCOA3 inh: inhibits human SRC3 coactivator; HEK293 GAL4-SRC3 luciferase reporter, luminescence; inhibition, % at 3.6 µM; hit rate 0.17% among 360,000; AID 588352;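 active means inhibition above a per-campaign cutoff, the mean of all compounds plus 3 SD, cut at about 60% in these data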;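 further: 0% = DMSO-treated cells and 100% = gossypol-treated cells at 36 µM; higher means less SRC3-driven luciferase light from the GAL4 reporter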
Target sequence (Q9Y6Q9 whole entry, looked up, the tested form may be a part): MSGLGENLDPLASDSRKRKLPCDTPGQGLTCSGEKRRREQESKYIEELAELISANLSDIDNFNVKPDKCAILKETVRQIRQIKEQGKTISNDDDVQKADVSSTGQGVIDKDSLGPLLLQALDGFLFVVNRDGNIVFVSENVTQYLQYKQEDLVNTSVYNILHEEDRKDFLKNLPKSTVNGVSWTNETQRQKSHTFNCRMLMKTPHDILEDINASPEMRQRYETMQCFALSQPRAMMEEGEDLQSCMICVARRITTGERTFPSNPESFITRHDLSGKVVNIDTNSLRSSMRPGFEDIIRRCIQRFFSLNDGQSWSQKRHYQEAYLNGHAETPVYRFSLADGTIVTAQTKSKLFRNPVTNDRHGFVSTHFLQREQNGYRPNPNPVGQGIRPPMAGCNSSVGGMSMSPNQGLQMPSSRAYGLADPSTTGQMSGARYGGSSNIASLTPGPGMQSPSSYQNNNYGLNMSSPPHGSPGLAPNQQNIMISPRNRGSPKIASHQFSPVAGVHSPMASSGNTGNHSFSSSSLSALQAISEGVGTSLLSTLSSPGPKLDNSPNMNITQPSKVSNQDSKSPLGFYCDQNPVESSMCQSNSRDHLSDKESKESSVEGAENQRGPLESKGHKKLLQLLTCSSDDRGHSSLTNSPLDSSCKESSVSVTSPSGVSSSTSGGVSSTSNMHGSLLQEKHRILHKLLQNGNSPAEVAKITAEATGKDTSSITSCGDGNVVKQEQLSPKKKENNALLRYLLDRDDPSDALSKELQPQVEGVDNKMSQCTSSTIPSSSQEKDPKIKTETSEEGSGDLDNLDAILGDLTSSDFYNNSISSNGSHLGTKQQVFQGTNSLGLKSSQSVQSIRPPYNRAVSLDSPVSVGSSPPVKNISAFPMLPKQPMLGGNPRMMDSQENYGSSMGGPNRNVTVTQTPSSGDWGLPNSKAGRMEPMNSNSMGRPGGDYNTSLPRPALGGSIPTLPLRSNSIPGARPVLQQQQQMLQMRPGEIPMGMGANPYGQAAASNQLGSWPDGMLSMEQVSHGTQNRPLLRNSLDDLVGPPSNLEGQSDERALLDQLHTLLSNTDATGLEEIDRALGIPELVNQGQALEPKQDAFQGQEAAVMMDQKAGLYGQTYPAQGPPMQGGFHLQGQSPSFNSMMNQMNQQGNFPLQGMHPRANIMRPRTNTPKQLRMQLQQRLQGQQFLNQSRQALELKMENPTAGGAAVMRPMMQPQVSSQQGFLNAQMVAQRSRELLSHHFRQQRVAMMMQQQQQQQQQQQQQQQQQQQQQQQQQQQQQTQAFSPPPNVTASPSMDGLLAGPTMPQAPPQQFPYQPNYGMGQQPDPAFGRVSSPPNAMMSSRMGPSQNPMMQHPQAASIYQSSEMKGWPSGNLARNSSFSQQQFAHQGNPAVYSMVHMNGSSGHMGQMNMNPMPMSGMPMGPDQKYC
LMP1 NFkB inh: Epstein-Barr LMP1 NF-kappaB reporter inhibition. LMP1-induced NF-kappaB luciferase reporter cells, luminescence. inhibition, % at 12.5 µM. hit rate 0.69% among 350,000. AID 504558; in the data active means inhibition above about 41%;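 further: 0% = neutral control wells and 100% = reference inhibitor control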
CF NFkB inh: inhibitors of cystic fibrosis induced NF-kB; KKLEB NF-kB-GFP reporter, PAF-induced, GFP fluorescence overnight; inhibition, % at 5 µM; hit rate 0.86% among 360,000; AID 588850;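 active means at least 50% inhibition at 5 µM, scaled per plate between neutral and stimulator controls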;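 further: PAF is a Pseudomonas aeruginosa culture filtrate used as stimulus; plate controls were PAF-stimulated DMSO wells for no effect and unstimulated DMSO wells for full effect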
NCOA1 inh: human NCOA1 inhibition | inhibition, % at 3.6 µM | HEK293 GAL4-SRC1 luciferase reporter, luminescence | hit rate 0.12% among 360,000 | Q15788;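 active means inhibition above the campaign mean plus 3 SD, with each screening campaign given its own cutoff, cut at about 60% in these data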;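 further: 0% = DMSO treated cells and 100% = gossypol at 36 µM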
NR2F2 inh: inhibitors of human COUP-TFII (NR2F2). P24468. HEK293T NGFI-A luciferase reporter, luminescence. inhibition, % at 8.6 µM. hit rate 0.7% among 370,000. AID 686940;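 active means inhibition above a per-plate cutoff, mean inhibition of test wells between control levels plus 3 SD, cut at about 38% in these data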;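 further: cells cotransfected with COUP-TFII expression vector driving the NGFI-A reporter; 0% = median of COUP-TF2 test wells and 100% = reporter-only cells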
NR5A2 inv ag: NR5A2 inverse agonism in reporter assay; HEK293T StAR-luciferase reporter, LRH-1 transfected, 24 h; inhibition, % at 3.6 µM; hit rate 0.13% among 360,000; AID 602396;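 active means inhibition above the mean inhibition of all tested compounds plus 3 SD, cut at about 73% in these data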;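 further: 0% = DMSO wells and 100% = reporter-only cells lacking LRH-1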
TROY signal inh: blocks TROY-dependent signaling in reporter cells; Q293 LMP1-TROYcd NF-kB luciferase reporter, 4 h; inhibition, % at 10 µM; hit rate 0.98% among 360,000; AID 1347056;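 active means compounds whose plate-normalised and pattern-corrected inhibition of the luciferase reporter signal at the single screening dose is 50% or more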
Shn3 3UTR inh: reduces Shn3 3'UTR luciferase signal in osteoblasts. Clone20 osteoblast Shn3 3'UTR firefly luciferase, 24 h. inhibition, % at 12.5 µM. hit rate 0.52% among 360,000. AID 588674;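 active means mean inhibition of at least 75% with every replicate also reaching 75%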;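 further: 0% = median of neutral control wells and 100% = pilot-screen positive control compound; some compounds past the cut are filed as inactive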
KKLEB tox: reduces viability of KKLEB cystic fibrosis airway cells | hit rate 0.36% among 360,000 | activity change (cytotoxicity), % at 5 µM | AID 602141 | KKLEB CF airway cells viability, ATPlite luminescence, overnight; stronger effect = lower value; cells stimulated with P. aeruginosa culture filtrate;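 active means corrected activity change at or below -50% at 5 µM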
TRAIL sens C8: caspase-8 TRAIL sensitization | hit rate 1% among 360,000 | inhibition (viability loss, TRAIL sensitization), % at 10 µM | AID 624354 | NB7+C8 cells + TRAIL, ATPlite viability luminescence;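 active means compounds causing at least 50% loss of cell viability in the single-dose screen, relative to plate controls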
TWEAK Fn14 block: inhibitors of TWEAK-Fn14 interaction signaling; TWEAK-stimulated Fn14 reporter cells, luciferase luminescence, 8 h; inhibition, % at 10 µM; hit rate 2% among 360,000; AID 1159606; in the data active means inhibition above about 50%
An asterisk follows results filed as active; / = no result given. A portion of the library; rates above refer to the full screens.

SMILES	NCOA3 inh	LMP1 NFkB inh	CF NFkB inh	NCOA1 inh	NR2F2 inh	NR5A2 inv ag	TROY signal inh	Shn3 3UTR inh	KKLEB tox	TRAIL sens C8	TWEAK Fn14 block
CCCn1cnc2cc(NCc3cccs3)ccc21	-44	-12	24	-53	-31	-65	25	-51	-16	24	-3
CN(C)c1cc[n+](CC(=O)Nc2ccc(OC(F)F)cc2)cc1	13	-5	-2	4	5	11	1	20	-2	-6	-1
CC(C)(C)Cc1c(C2CCCCC2)nc2ccc(Br)cn12	10	/	22	11	-3	-8	-2	21	4	-1	-2
Cc1ccc(S(=O)(=O)c2nc(-c3ccccc3F)oc2N2CC(C)OC(C)C2)cc1 (stereo not given)	13	2	7	1	16	17	-14	9	2	6	6
CCCc1c(C)nn(-c2ncccc2[N+](=O)[O-])c1C	16	-3	8	-17	1	-1	-12	7	-10	0	-12
Cc1cc(NC(=O)CCC(=O)N(Cc2ccco2)C(C)(C)C(=O)NC2CCCCC2)no1	1	6	-4	4	-9	26	0	16	-2	0	12
COc1cccc(CNC(=O)CSc2nc3c(oc4ccccc43)c(=O)n2CC2CCCO2)c1 (stereo not given)	3	-11	2	-9	-16	2	-18	6	0	-4	10
COc1cc2c(cc1OC)CN(CCOc1ccc(Br)cc1)CC2	8	4	-12	21	13	3	10	7	2	18	-9
Cc1cc(C)c(NS(=O)(=O)c2cccc3cccnc23)c(C)c1	10	10	-25	-12	7	-4	-2	13	4	0	-9
O=C(CSc1ccc(F)cc1)NC(=O)c1ccccc1	-26	4	-2	0	27	-8	0	-9	3	-5	-14
COc1ccc(-c2oc3cccnc3c2-c2ccc(OC)nc2)cc1	7	-7	0	-10	-4	0	33	-30	-27	-4	4
O=C(COc1ccccc1Br)NCCC1=CCCCC1	-7	-9	-6	1	-3	-6	-39	-83	7	-26	-27
COc1cc(S(=O)(=O)NCc2ccc(F)cc2)ccc1-n1cnnn1	-5	6	9	-2	8	-12	-7	5	4	-12	-4
CC(C)C(=O)Nc1ccc(C(=O)CN2C(=O)NC3(CCOc4ccccc43)C2=O)cc1 (stereo not given)	15	-2	-1	-9	-8	47	8	9	20	-8	-16
c1ccc(-c2cc(-c3ccccc3)[nH]n2)cc1	-97	-23	-4	-92	-49	-96	-27	-59	-4	-18	-5
COCCCNC(=O)C(=O)N/N=C/c1ccc(OCC(=O)Nc2cccc(Cl)c2C)c(OC)c1	2	0	4	-2	6	2	-9	-10	4	18	-2
Cc1ccc(C2(c3ccccc3)NC(=O)N(CC(=O)N(C)C3CCS(=O)(=O)C3)C2=O)cc1C (stereo not given)	-9	-3	10	-2	-19	16	-7	-8	11	-11	0
CCN(C(=O)COC(=O)C(c1ccccc1)c1ccccc1)c1c(N)n(Cc2ccccc2)c(=O)[nH]c1=O	7	5	26	-3	3	-4	-2	-2	2	-12	6
CCn1c(COc2ccc(C)cc2)nc2ccccc21	-35	-31	-7	-62	-24	-52	-41	-37	8	25	-41
Cc1c(C(=O)O)oc2c3c(ccc12)OCCO3	3	-6	8	-2	2	-24	-9	7	8	-10	-3
CC(=O)c1sc(=S)n(-c2ccccc2)c1C	9	-9	2	7	5	5	10	15	3	-23	-9
CN1CCN(C(=O)/C(=C\c2cccs2)NC(=O)c2ccco2)CC1	17	-6	-18	23	-5	1	2	11	10	-3	3
O=S(=O)(Nc1ccccc1N1CCOCC1)c1ccc(Cl)cc1	16	-5	18	-3	/	-6	-5	-16	-14	15	-2
Cc1cc(C(=O)COC(=O)c2ccccc2NCCO)c(C)n1CC1CCCO1 (stereo not given)	14	5	28	-31	44*	10	40	-23	7	42	62*
Fc1cccc(-n2cc(-c3ccccc3)c3c(=S)nc[nH]c32)c1	18	16	-17	2	-15	-10	-1	0	-12	17	6
COc1ccc(CCNc2ncnc3cc(OC)c(OC)cc23)cc1OC	7	22	-33	2	31	2	28	67	-18	0	-3
COCCSc1nnc(NC(=O)c2ccc(OC)c([N+](=O)[O-])c2)s1	1	9	-6	-20	1	13	-7	-12	-2	0	1
Cc1ccccc1N(CC(=O)NCCc1ccccc1)C(=O)c1ccc(N2CCCC2)nc1	0	-6	2	5	12	11	-17	7	-5	-1	-2
Cc1ccc([C@H]2C(C(=O)O)=CC[C@@H](c3cccc(Cl)c3)N2S(=O)(=O)c2ccc(C)cc2)cc1	-27	0	0	11	6	-13	21	-3	18	14	23
O=C(COc1c(F)c(F)c(C(F)(F)F)c(F)c1F)Nc1ccc(N2CCOCC2)c(Cl)c1	12	0	-7	8	17	33	27	-8	6	15	7

3 structures already listed, sorted by number of heavy atoms, descending.
SMILES	NCOA3 inh	LMP1 NFkB inh	CF NFkB inh	NCOA1 inh	NR2F2 inh	NR5A2 inv ag	TROY signal inh	Shn3 3UTR inh	KKLEB tox	TRAIL sens C8	TWEAK Fn14 block
O=C(COc1c(F)c(F)c(C(F)(F)F)c(F)c1F)Nc1ccc(N2CCOCC2)c(Cl)c1	12	0	-7	8	17	33	27	-8	6	15	7
Cc1cc(C(=O)COC(=O)c2ccccc2NCCO)c(C)n1CC1CCCO1 (stereo not given)	14	5	28	-31	44*	10	40	-23	7	42	62*
CN1CCN(C(=O)/C(=C\c2cccs2)NC(=O)c2ccco2)CC1	17	-6	-18	23	-5	1	2	11	10	-3	3

(next part)
SMILES	NCOA3 inh	LMP1 NFkB inh	CF NFkB inh	NCOA1 inh	NR2F2 inh	NR5A2 inv ag	TROY signal inh	Shn3 3UTR inh	KKLEB tox	TRAIL sens C8	TWEAK Fn14 block
CCOc1ccc(NC(=S)N2CCCC2)cc1	-13	-1	-19	-40	-13	-32	-13	-14	8	6	-15
COc1ccc(-c2nc3c(s2)CCc2onc(-c4ccc(Br)cc4)c2-3)cc1	-5	-21	-18	-2	5	13	9	1	-9	22	0
COc1ccc(OC)c(/C=c2\sc3nc(-c4cccs4)nn3c2=O)c1	13	-1	12	-1	-47	10	6	1	0	-13	-3
Cc1onc(-c2ccccc2)c1C(=O)Nc1nnc(N(C)Cc2ccccc2)s1	-1	-1	-27	-6	4	36	-2	-2	-2	8	-11
CC(C)(C)C(=O)Nc1cc(S(=O)(=O)Nc2ccc(Cl)cc2)ccc1Cl	13	5	-6	-3	14	13	22	27	-1	3	27
CCN1C(=O)c2ccc(C(=O)Nc3ccc(O)cc3C)cc2C1=O	-9	-13	3	16	-3	5	-10	0	-7	-9	-3
NCc1csc(NC(=O)Nc2cccc(C(F)(F)F)c2)n1	-8	/	31	-7	14	-40	-4	7	-2	-6	4
CCOc1ccc(NC(=O)c2ccccc2C(=O)c2ccccc2)cc1OCC	13	-1	-14	-63	8	-20	10	16	5	2	-3
N#CCC(=O)N/N=C/c1ccc(OS(=O)(=O)c2ccccc2)cc1	18	-2	-6	-10	12	6	-17	12	12	-15	-16
COc1ccc(OCC(=O)NC(=O)c2ccccc2)c([N+](=O)[O-])c1	2	-48	-23	-18	-13	-22	5	-15	6	-12	-6
COCCCn1c(=O)c2ccccc2n2c(=S)[nH]nc12	14	5	-15	7	7	4	12	-21	2	-3	-10
CN(C)c1nc(Oc2ccc(N)cc2)nc(N(C)C)n1	-4	7	0	8	6	6	11	-15	4	-9	-8
O=C(c1cccnc1)N1C2CCC1CC(O)(c1ccc(F)cc1)C2 (stereo not given)	6	1	4	8	-10	-35	10	-28	0	12	-12
Cn1cc(/C=N/Nc2ccccc2)c2ccccc21	-11	-29	-9	-50	-6	-22	11	-3	-5	-12	-3
S=C1NCCN1CC1CCN(CCCC2CCCC2)CC1	-1	5	6	11	-10	11	-11	2	10	-8	6
O=C(COC(=O)c1ccco1)NC12CC3CC(CC(C3)C1)C2	-1	-4	-21	-15	5	-9	0	8	30	-5	-2
FC(F)(F)c1nc2nc(Cl)c(Cl)nc2n1CCCN1CCOCC1	3	4	-34	-8	10	3	8	8	4	7	2
O=S(=O)(c1ccc(S(=O)(=O)N2CCN(C3CCCCC3)CC2)cc1)N1CCCCCC1	8	-16	1	7	-2	12	-3	7	-9	-27	-18
CCc1nc2c(OCC3COc4ccccc4O3)cccn2c1N(C)C(=O)c1ccccc1F (stereo not given)	-6	/	-36	-16	0	-4	-16	2	10	0	1
CC(C)[C@@H](C(=O)NCc1ccco1)N1C(=O)N2CCc3c([nH]c4ccccc34)[C@@]2(C)C1=O	1	-26	11	7	11	16	-6	-15	-9	4	-2
COc1ccc(S(=O)(=O)N2CCc3ccccc32)cc1C(=O)O	-6	-18	-18	4	-2	4	-8	5	6	-13	-8
Cc1cnn(-c2nc(-c3ccccc3)cc(-c3ccccc3)n2)c1	13	-10	-52	-2	-9	3	-4	21	1	-2	-11
CCC(=O)N1CCCC(C(=O)NS(=O)(=O)c2cc(C)c(Cl)cc2C)CC1 (stereo not given)	-12	/	21	4	0	-18	-11	-8	7	3	2
COc1ccc(-n2c(=S)[nH]c3cc(C(=O)Nc4cc(C(N)=O)ccc4OC)ccc3c2=O)c(OC)c1	13	-9	-2	8	1	-5	-10	-4	4	5	35
COC(=O)[C@H](CC(C)C)NC(=O)CC[C@H]1O[C@@H](n2ccc(=O)[nH]c2=O)[C@H](O)[C@@H]1O	0	/	-20	1	-11	8	8	3	-10	-18	2
O=C1OC[C@H]2CCCN2C(=O)[C@@H](CC(=O)N(CCO)Cc2ccccc2)C/C=C\C[C@H]1Cc1ccc(F)cc1	14	2	-12	0	14	10	-22	-5	6	3	14
Cc1ccc(OCCC(=O)NNC(=O)c2ccncc2)cc1	-4	3	-18	-2	13	-6	4	10	8	-10	16
O=C(CCC(=O)N1CCN(Cc2ccc(F)cc2)CC1)Nc1nnc(C2CCCCC2)s1	14	9	-1	9	0	-4	17	8	9	8	5
Cn1cc(S(=O)(=O)N2CCCC2)cc1C(=O)NCc1ccccc1	13	-3	4	-1	-6	-36	18	11	10	-5	-2
CCOC(=O)C(CC(C)C)CP(=O)(O)CNC(=O)OCc1ccccc1 (stereo not given)	7	-11	-6	1	-16	11	5	-3	-1	-1	-15
Cc1cccc(CN(CC(=O)N/N=C/c2cccs2)S(=O)(=O)c2ccc(Cl)cc2)c1	8	-6	7	9	-3	-12	20	14	-1	3	9
Cc1ccc(NC(=S)N2CCCC(CO)C2)c(C)c1 (stereo not given)	-5	-3	-20	-10	-7	-13	-25	-11	4	6	17
C=CCn1cn[nH]c1=S	8	-3	-15	-9	4	-14	4	-22	16	-9	0
COc1ccc(CCNC(=O)c2ccc3c(c2)N(Cc2ccc(F)cc2)CCS3)c(OC)c1	10	-6	9	-31	-4	-32	10	5	1	16	5
CCC(=O)/C=C1/Sc2ccccc2N1CC	-1	-6	2	-8	-8	1	-7	14	13	0	16
COc1ccc(OC)c(N2CC(O)=C(c3nc4ccccc4s3)C2=N)c1	15	2	-21	4	-1	9	6	9	8	10	-29
COc1ccccc1CNC(=O)COC(=O)/C=C/c1cccs1	5	-18	1	-7	-5	2	-17	15	-9	-1	-11
C#CCOCCOCCOCCNc1nc(N2CCN(C(=O)CCCCCCCCCCNC(=O)[C@H](CCCCN)n3cc(CCCC(=O)O)nn3)CC2)nc(N2CCN(C(=O)CCCCCCCCCCNC(=O)[C@@H]([C@H](C)O)n3cc(C)nn3)CC2)n1	-5	-1	7	-34	/	-12	-3	-11	-15	-4	-16
Cc1ccc2nc3c(cc(S(=O)(=O)c4ccccc4)c(=N)n3Cc3ccco3)c(=O)n2c1	-83	-6	4	-72	-29	-77	-10	-14	-2	4	-25
